From PubChem BioAssay
14-3-3 Bad PPI: inhibitors of 14-3-3 zeta/Bad binding, primary screen, biochemical, TR-FRET, bovine 14-3-3 zeta; 14-3-3 protein zeta/delta (Bos taurus), P63103; TR-FRET 14-3-3zeta/Dy647-pBad peptide displacement, 1 h; inhibition, % at 21.7 µM; 220,000 compounds, 0.71% hits; AID 781, 2007;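 active means inhibition above about 70%, limit read from the data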;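 further: 0% = full 14-3-3 plus peptide FRET controls and 100% = background without 14-3-3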
Target sequence (P63103 whole entry, looked up): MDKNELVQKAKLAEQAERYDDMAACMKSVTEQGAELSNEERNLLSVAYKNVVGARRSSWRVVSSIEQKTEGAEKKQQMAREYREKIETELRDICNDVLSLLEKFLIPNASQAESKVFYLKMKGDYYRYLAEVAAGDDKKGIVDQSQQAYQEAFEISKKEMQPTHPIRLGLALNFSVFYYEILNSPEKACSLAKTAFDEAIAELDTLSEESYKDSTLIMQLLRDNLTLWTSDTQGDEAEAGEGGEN
EP2 mod: EP2 receptor modulators, cAMP readout, primary screen, cell-based, HTRF cAMP, PGE2 stimulation | Prostaglandin E2 receptor EP2 subtype (Homo sapiens), P43116 | EP2-expressing cells, cAMP HTRF FRET, PGE2 co-stimulation | induction, % at 25 µM | 260,000 compounds, 0.83% hits;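 active means compounds whose cAMP rise, as percent of the full-agonist control response, exceeds 60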;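 further: rat C6 glioma line stably carrying human EP2 under a CMV promoter; the protocol text gives 20 µM as final concentration; 100% = response of wells given 1 µM PGE2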
Target sequence (P43116 whole entry, looked up): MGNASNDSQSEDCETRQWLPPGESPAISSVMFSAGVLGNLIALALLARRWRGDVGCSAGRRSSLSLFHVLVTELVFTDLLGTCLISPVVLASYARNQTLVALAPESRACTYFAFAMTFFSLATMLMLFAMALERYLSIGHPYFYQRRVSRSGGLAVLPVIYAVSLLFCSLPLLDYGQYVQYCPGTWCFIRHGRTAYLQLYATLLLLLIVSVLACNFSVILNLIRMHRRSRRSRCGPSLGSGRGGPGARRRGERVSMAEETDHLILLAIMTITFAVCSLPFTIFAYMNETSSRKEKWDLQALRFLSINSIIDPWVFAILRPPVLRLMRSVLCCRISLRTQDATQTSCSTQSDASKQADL
L929 necroptosis: inhibitors of zVAD-triggered necroptosis, primary screen, L929 cells. L929 zVAD necroptosis rescue, ATP luminescence, 24 h; with zVAD 60 µM. viability rescue, % at 10 µM. 220,000 compounds, 0.38% hits. AID 1377, 2008;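 active means activation, scaled between plate controls, above about 75%, limit read from the data; inactive means activation under that limit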;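 further: 0% = zVAD with DMSO and 100% = DMSO alone without zVAD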
Hck Nef HTS: inhibitors of Nef-activated human Hck kinase, primary screen, biochemical, Z-Lyte FRET, 384-well, Hck-YEEI. Tyrosine-protein kinase HCK (Homo sapiens), P08631. AID 463187, 2010. Recombinant Hck-YEEI plus Nef, Z-Lyte FRET kinase assay. 220,000 compounds, 0.68% hits. inhibition, % at 20 µM;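 active means Hck-Nef kinase inhibition above about 50%, limit read from the data; inactive means inhibition below that limit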;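 further: 0% = DMSO with Hck plus Nef and 100% = Hck alone without Nef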
Tb hexokinase: Trypanosoma brucei hexokinase 1 inhibitors, primary screen, biochemical, G6PDH-coupled NADH absorbance, MLSCN library | hexokinase 1 [Trypanosoma brucei] | inhibition, % at 10 µM | AID 1430, 2008 | 220,000 compounds, 0.11% hits | recombinant TbHK1, G6PDH-coupled NADH A340;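 active means inhibition of 50% or more in the single-dose primary screen; inactive means inhibition below 50%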
Rad51 HR inh: human RAD51 strand exchange inhibitors, primary screen, biochemical, fluorescence | DNA repair protein RAD51 homolog 1 (Homo sapiens), Q06609 | hRad51 DNA strand exchange, fluorescence dequenching | inhibition, % at 10 µM | 200,000 compounds, 0.085% hits | AID 1385, 2008;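 active means inhibition above 40% at the single screening dose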;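 further: 0% = DMSO control wells and 100% = blanks with heterologous ssDNA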
Target sequence (Q06609 whole entry, looked up): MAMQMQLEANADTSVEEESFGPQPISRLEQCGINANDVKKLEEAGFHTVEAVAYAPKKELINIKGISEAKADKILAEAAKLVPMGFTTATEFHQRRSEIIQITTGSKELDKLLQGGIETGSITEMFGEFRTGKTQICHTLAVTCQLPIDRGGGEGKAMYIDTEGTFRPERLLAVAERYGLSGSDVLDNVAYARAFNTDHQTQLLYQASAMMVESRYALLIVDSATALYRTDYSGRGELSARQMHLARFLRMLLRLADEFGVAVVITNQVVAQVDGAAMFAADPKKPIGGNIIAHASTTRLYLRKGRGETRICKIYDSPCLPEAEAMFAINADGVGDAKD
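Material: human Rad51–ssDNA filaments; Probe or stimulus: labelled 47-mer dsDNA for strand exchange; Doses: single 10 µM dose; Incubation: 37 °C 15-min filament assembly, 30-min compound preincubation, 15-min exchange; Technique: FRET fluorescence dequenching, excitation 485 nm, emission 520 nm; Measure: Fluorescence-based percent inhibition, control- and blank-normalised; Benchmarks: plate control and blank wells.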
PGE2 EP2 inh: human EP2 receptor antagonists, primary screen, TR-FRET cAMP, C6 glioma cells | Prostaglandin E2 receptor EP2 subtype (Homo sapiens), P43116 | C6 glioma cells expressing human EP2; cells stimulated with saturating PGE2 | inhibition, % at 25 µM | 260,000 compounds, 0.52% hits | AID 1422, 2008;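 active means percent inhibition above 40 after rounding to a whole number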;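 further: rat C6 glioma host cells with rolipram phosphodiesterase inhibitor present; the protocol text gives 20 µM as final concentration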
Calpain2 inh: inhibitors of pig calpain II, primary screen, biochemical, fluorogenic peptide substrate, 1536-well | inhibition, % at 16 µM | 220,000 compounds, 0.37% hits | purified calpain II, 30 min;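 active means inhibition above about 50%, limit read from the data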
eIF4E-4G inh: eIF4E–eIF4G protein interaction inhibitors, primary screen, biochemical, uHTS, TR-FRET, eIF4GI fragment | 220,000 compounds, 0.37% hits | Eukaryotic translation initiation factor 4E (Mus musculus) + Eukaryotic translation … | inhibition, % at 21.7 µM | TR-FRET eIF4E-eIF4GI(517-606) binding, 2 h;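 active means inhibition above about 30%, limit read from the data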;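 further: 0% = full FRET control wells and 100% = background wells lacking eIF4GI fragment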
An asterisk follows results filed as active; nt = not tested or not shown; & = joins results of further samples; [ ] = dose if it differs, or a comment. The list is partial. The share of hits here may be higher or lower than overall.

SMILES	14-3-3 Bad PPI	EP2 mod	L929 necroptosis	Hck Nef HTS	Tb hexokinase	Rad51 HR inh	PGE2 EP2 inh	Calpain2 inh	eIF4E-4G inh
O=C(Nc1ccc2c(c1)OCO2)NC1CCN(Cc2ccccc2)CC1	10	1	-0.1	1	3	-7	5	20	4
CN(C)C=NC(=O)c1cc(C(=O)c2ccccc2)c[nH]1	28	-25	4.8	12	-15	12	10	0	-5
CCCSc1nnc(NC(=O)Nc2ccc(C)cc2)s1	-2	-38	3.0	4	17	1	6	10	-2
O=C(O)c1ncn(Cc2ccc(Br)cc2)c1C(=O)O	1	20	1.7	17	6	16	1	24	1
COc1nc(Oc2ccc(=O)n(C)n2)nc(N(C)C)n1	8	25	1.1	0	-3	-5	15	9	-1[fluorescence artefact?]
CCOC(=O)C1=C(C)NC(SCC(N)=O)=C(C#N)C1c1cccs1 (stereo not given)	-1	-14	1.0	2	-9	8	8	-13	-3
CCOC(=O)Cc1nc(-c2cccc(C(F)(F)F)c2)no1	-4	-9	1.3	4	-2	2	0	15	2
Cc1cc(C)nc(N2C(=O)CC(C(=O)O)NC2=NCCc2c[nH]c3ccccc23)n1 (stereo not given)	30[fluorescence artefact?]	23	0.3	1	5	-5	11	3	-4
O=C(NNS(=O)(=O)c1ccc2ccccc2c1)C1CCN(Cc2ccccc2)CC1	-3	-18	0.1	1	4	nt	nt	8	-2[fluorescence artefact?]
O=S(=O)(c1ccc(Cl)cc1)N1CCN(C(=S)Nc2ccccc2F)CC1	-19	-44	27	24	3	4	1	-17	1
O=C(NCCCn1ccnc1)/C(=C/c1cccs1)NC(=O)c1ccco1	1	-11	1.4	21	-21	6	4	11	-2
O=C1c2ccccc2NC(c2ccccc2)N1/N=C/c1ccccc1 (stereo not given)	4	31	-0.3	1	-4	3	11	7	0
COc1ccc(-c2cc(-c3cccs3)c(C#N)c(SCC(=O)NCc3ccccc3)n2)cc1	12	-5	-0.2	8	9	-4	18	-41	-35
COc1cc(OC)c(S(=O)(=O)NCc2ccco2)cc1S(=O)(=O)NCc1ccco1	12	6	-0.7	12	2	0	8	-1	-8
CCCn1c(SCC(=O)N2CCCCC2)nnc1C(C)C	-5	-4	3.2	25	-5	-9	8	-10	-3

3 of the entries above in order of their number in Calpain2 inh, rising.
structure	Calpain2 inh
CCOC(=O)C1=C(C)NC(SCC(N)=O)=C(C#N)C1c1cccs1 (stereo not given)	-13
COc1cc(OC)c(S(=O)(=O)NCc2ccco2)cc1S(=O)(=O)NCc1ccco1	-1
Cc1cc(C)nc(N2C(=O)CC(C(=O)O)NC2=NCCc2c[nH]c3ccccc23)n1 (stereo not given)	3

The results go on:
SMILES	14-3-3 Bad PPI	EP2 mod	L929 necroptosis	Hck Nef HTS	Tb hexokinase	Rad51 HR inh	PGE2 EP2 inh	Calpain2 inh	eIF4E-4G inh
Cc1cccc(C)c1NC(=O)C1(NC(=O)Cn2cccc([N+](=O)[O-])c2=O)CCCCC1	-12[fluorescence artefact?]	1	-0.1	0	22	8	13	-7	-4
CCOc1ccc(S(=O)(=O)N/N=C(\C)c2ccc(OC)cc2OC)cc1	0	7	2.5	11	-1	26	3	23	4
COc1nc(NCc2cccnc2)nc(OC)n1	0[fluorescence artefact?]	-1	0.9	-1	4	-5	-2	-16	-4[fluorescence artefact?]
N#Cc1c(N)sc(=S)c2c1CCN(Cc1ccccc1)C2	20[fluorescence artefact?]	-11	nt	nt	nt	-12	26	-424	-17[fluorescence artefact?]
Cc1ccc(SCCC(=O)NCc2ccncc2)cc1	-6	-25	0.9	16	-3	-3	10	-5	-8
CCCCOC(=O)c1ccc(N2C(=O)CC(N3CCN(C/C=C/c4ccccc4)CC3)C2=O)cc1 (stereo not given)	-12	-26	-0.5	-4	-20	-5	13	-39	-8
Cc1cc(C)cc(N(C(C)C(=O)NCc2ccc3c(c2)OCO3)S(C)(=O)=O)c1 (stereo not given)	-9	46	1.4	1	-4	6	4	-14	-5
Cc1ccccc1OCCn1cc(/C(N)=N/O)c2ccccc21	7	-23	0.4	-2	2	nt	13	11	6
Cc1ccc(-n2c(-c3ccncc3)n[nH]c2=S)c(C)c1	2	29	0.3	4	-17	nt	4	10	5
O=c1[nH]cnc2scc(-c3ccccc3)c12	16	0	0.8	-5	9	2	17	21	-1
Cc1cc[n+](CC2OCc3ccccc3CO2)cc1	-14	16	29	20	-4	19	16	-16	1
O=C(CSc1nnc(COc2ccccc2)n1Cc1ccco1)Nc1ccc2c(c1)OCCO2	-3	28	1.0	0	4	0	-2	36	-6
Cc1ccc(S(=O)(=O)CC(=O)Nc2ccc(S(=O)(=O)Nc3ccccn3)cc2)cc1	-7	-1	3.5	1	-3	-2	15	-44	0
N#Cc1c(NC(=O)CN2CCCCC2)sc2c1CCC2	4	4	0.3	8	-14	1	11	-22	2
CN(C(=O)CSc1nnc(Nc2ccccc2)s1)c1c(N)n(Cc2ccccc2)c(=O)[nH]c1=O	-4	5	-0.2	3	-11	-11	20	19	0
COC(=O)c1ccccc1NC(=O)C1CC(=O)N(c2ccc(C)c(C)c2)C1 (stereo not given)	-8	4	0.7	-1	-10	-2	8	9	6
CCOC(=O)C1CCCN(C(=O)Cn2nc(CC)n3c(cc4sccc43)c2=O)C1 (stereo not given)	0	-6	-0.2	-1	-2	-6	11	-18	0
Cn1c(SCC(=O)C(C)(C)C)nnc1-c1ccncc1	3	6	-0.2	4	-2	1	2	-23	1
CC(C)(C)c1cc(N)n2nc(C(C)(C)C)cc2n1	-15	11&-20	1.0	-8	0	12	9&6	17	1
Cc1ccc(-n2c(C)cc(/C=N/NC(N)=S)c2C)cc1	-21	11	-0.2	1	6	nt	15	8	2
Cc1ccc(OCc2nc(-c3cccs3)no2)c([N+](=O)[O-])c1	-2	-41	4.8	22	0	0	1	20	1
Cc1cccc(C)c1NC(=O)c1ccc([N+](=O)[O-])s1	0	-20	3.1	1	-18	12	4	-10	6
CCOC(=O)COc1ccc(S(=O)(=O)N2CCN(C(=O)OCC)CC2)cc1	5[fluorescence artefact?]	-2	0.2	1	-2	3	8	-13	2[fluorescence artefact?]
CCOc1ccc2[nH]c(=O)c(CN(Cc3nnnn3Cc3ccco3)C3CCCCC3)cc2c1	7	-7&-10	0.0	2	0	-3	19&11	-12	0
COc1cccc(OC(C)c2ccnc3nc(/N=C/N(C)C)nn23)c1 (stereo not given)	-5	8	-0.1	2	-16	7	9	-93	1
c1ccc(CCn2nnnc2CN2CCCc3ccccc32)cc1	-12	27&22	-0.4	0	-7	10	6&17	-7	-5
CCOc1cc(S(=O)(=O)NCc2cccs2)ccc1Cl	-7	10	0.2	0	1	6	15	14	3
O=[N+]([O-])c1cccc(-c2ccc(/C=N/NC(=S)Nc3ccccc3)o2)c1	-10	26	0.1	2	0	0	21	-1	-7
O=C(COC(=O)c1ccccn1)Nc1cccc(Cl)c1Cl	-5	-16&-28	0.4	-1	-7	nt	12	-22	-3
Cc1ccc(S(=O)(=O)N2CCN(CC(=O)N/N=C\c3ccc(O)c(O)c3)CC2)cc1	-3	-4	0.9	8	-34	-3	5	-8	0
CC(C)CN(CCOc1cccc(N2C(=O)C3=C(CCCC3)C2=O)c1)CC(C)C	-22	21	0.8	2	9	2	15	34	8
CCOC(=O)c1ccc(Nc2cc(C)nc(N3CCOCC3)n2)cc1	-11	29	35	1	-32	-8	15	18	-3
CCCCC(=O)NC(=S)NNS(=O)(=O)c1ccccc1	-29	13	0.7	5	56*	-5	7	-10	4[fluorescence artefact?]
COc1ccc(-c2nn(C)c(=O)c3ccccc23)cc1NC(=O)Cn1nc(C)c2ccccc2c1=O	-85[fluorescence artefact?]	30	0.3	0	-9	-2	10	-238	-77[fluorescence artefact?]
O=C(COC(=O)CCNS(=O)(=O)c1ccc2c(c1)OCCO2)NC1CCCc2ccccc21 (stereo not given)	-9	8	2.1	0	2	-6	14	5	2
CCN(CC)CC#CCC(O)(c1ccccc1)c1ccccc1	-14	-20	-0.9	24	0	25	14	-7	1
CN(C1CCCCC1)S(=O)(=O)c1ccc(NC(=O)c2ccc(Br)o2)cc1	3	-39	2.4	1	6	19	16	-7	4
NC(=O)Cc1cn(-c2ncc(C(F)(F)F)cc2Cl)c2ccccc12	-9	16	-1.0	0	-8	1	9	20	5
Cc1ccc(NC(=O)Nc2cccs2)nc1	0	-26	1.5	1	2	1	4	1	-5
COc1cc(C2NC(=O)C(C#N)=C(S)N2c2ccc(C)cc2)ccc1OC(C)C (stereo not given)	-7	-3&-8	-0.5	-31	-5	6	9&11	-101	3
Cc1ccc(CSCC(=O)NCc2ccc(F)cc2)cc1	0	21	1.1	-34	5	2	9	-16	-7
CCCCOC(=O)Oc1ccc2c(=O)c(Oc3cc(C)cc(C)c3)coc2c1	-6	37	0.0	4	-6	1	0	-169	19
Nc1nc(SCC(=O)Nc2c(Br)cc([N+](=O)[O-])cc2Br)n[nH]1	5	23	-0.1	1	-3	nt	9	-5	-2
COc1ccc(/C=N/Nc2nnc(Cc3ccc(OC)c(OC)c3)c(=O)[nH]2)cc1OC	6	-45	-0.1	5	19	3	6	4	10[fluorescence artefact?]
C/C(=N\Nc1ccc2nncn2n1)c1ccco1	-4	-6	2.5	15	-52	14	17	4	-2
Nc1nc(NC(=O)c2ccco2)nn1-c1ccccc1	-6	22	2.8	-6	1	-4	11	21	1
CCOC(=O)Nc1ccc2c(c1)N(C(=O)CCN1CCOCC1)c1ccccc1S2=O (stereo not given)	70	-5	-0.6	2	-4	0	5	24	3
O=C(CSc1nccn1-c1ccc(Cl)cc1)N1CCCc2ccccc21	-5	15	-0.2	1	-5	-2	7	1	4
Cc1ccc(S(=O)(=O)N(C)c2ccc(OCC(=O)Nc3nnc(C4CC4)s3)cc2)cc1	-8	-15	3.6	11	2	9	4	-34	-9
O=C1CCC(/C=C/c2ccccc2)=NN1	-6	14	-1.1	22	-19	-16	6	-11	2
CCN(CC(=O)c1c(N)n(C)c(=O)n(C)c1=O)c1cccc2ccccc12	-5	33	0.3	0	-12	-1	18	-28	3
O=C(NCCc1ccccn1)c1cc(-c2ccc(Cl)c(Cl)c2Cl)nc2ccccc12	5	-3	0.9	4	-11	-3	3	-1	6
CCCCCOC(=O)CSc1nnc(-c2ccccc2)c(=O)[nH]1	19	10	-0.1	0	25	3	16	-5	-11
N#Cc1c(N)nc(Sc2ccc(Cl)cc2)c(C#N)c1-c1ccccc1Cl	0	-2	-1.5	13	-2	14	9	-11	-4
COCCN=c1scc(-c2cccs2)n1/N=C(\C)c1ccco1	-10	-72	2.7	23	-11	0	10	-11	-1
